MEP2-GFP yeast – modulators of TOR pathway MEP2-GFP in S. cerevisiae | S. cerevisiae MEP2-GFP strain, flow cytometry GFP, 3 h; 100% = DMSO control level | 330,000 tested, 0.51% active | GFP response vs DMSO, % at 10 µM;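 active = GFP response versus DMSO above a set limit, roughly screen mean plus 3 SD, cut at about 180% in these data; inconclusive = fewer than 70 cells counted for a yeast strain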;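 note: median GFP fluorescence of the barcode-gated MEP2-GFP cells per well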
CR mimetic SO – lowers age-related superoxide in aged yeast cells; AID 2690; 330,000 tested, 0.18% active; S. cerevisiae aged cells, superoxide DHE fluorescence; active compounds read low; superoxide response (% of plate mean), % at 10 µM;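 active = superoxide response under a set limit, about three screen SD below normal, cut at about 65% in these data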;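 note: yeast aged for seven days with compound at 30 °C before DHE staining; 100% = average MFI of all compound-treated wells on the plate with controls excluded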
AGP1 TOR yeast – modulators of TOR pathway AGP1-GFP in S. cerevisiae; S. cerevisiae AGP1-GFP multiplex flow cytometry, 3 h; GFP as percent of DMSO wells; GFP response vs DMSO, % at 10 µM; 320,000 tested, 0.02% active; AID 2066;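 active = GFP response relative to DMSO above a set limit, near screen average plus 3 SD, cut at about 150% in these data; inconclusive = fewer than 70 cells counted for the yeast strain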;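 note: median GFP channel fluorescence of the gated AGP1 strain per well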
RPL19A-GFP yeast – modulators of TOR pathway RPL19A-GFP in S. cerevisiae. AID 2025. S. cerevisiae RPL19A-GFP strain, flow cytometry, 3 h; active compounds read low. percent response vs DMSO, % at 10 µM. 330,000 tested, 0.3% active;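 active = percent response vs DMSO below 50%; inconclusive = fewer than 70 events counted for the yeast strain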;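 note: median channel GFP fluorescence of the barcoded RPL19A-GFP strain; ratio of sample median GFP to plate DMSO average so 100% = DMSO; lower means less RPL19A-GFP as with rapamycin TOR inhibition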
CIT2 TOR yeast – yeast TOR pathway CIT2-GFP modulation; S. cerevisiae CIT2-GFP strain, flow cytometry, 3 h; 100 means same as DMSO wells; GFP response vs DMSO, % at 10 µM; 320,000 tested, 0.065% active;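 active = GFP response relative to DMSO above a set limit, near the screen mean plus 3 SD, cut at about 150% in these data; inconclusive = Fewer than 70 cells measured for a yeast strain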;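 note: ratio of well median GFP fluorescence to mean of DMSO wells on the plate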
LAP4 TOR yeast – alters LAP4-GFP fluorescence in TOR pathway yeast screen. AID 2023. 320,000 tested, 0.34% active. GFP response vs DMSO, % at 10 µM. S. cerevisiae LAP4-GFP multiplex, flow cytometry GFP, 3 h; median GFP as percent of DMSO wells;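 active = GFP response vs DMSO above a set limit, about the screen mean plus 3 SD, cut at about 150% in these data; inconclusive = under 70 cell events counted for the yeast strain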
GRK2 aptamer HTS – human GRK2 inhibition via aptamer displacement; inhibition of aptamer binding, % at 10 µM; bead flow cytometry, FAM-aptamer displacement from GRK2; P25098; 330,000 tested, 0.59% active; AID 488847;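 active = inhibition of aptamer binding above 40%, roughly 3 SD of noise, on plates passing a quality check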;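 note: median bead fluorescence of bound FAM aptamer so fluorescent compounds give negative values; no value below 0 was filed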
Target sequence (P25098 whole entry, looked up): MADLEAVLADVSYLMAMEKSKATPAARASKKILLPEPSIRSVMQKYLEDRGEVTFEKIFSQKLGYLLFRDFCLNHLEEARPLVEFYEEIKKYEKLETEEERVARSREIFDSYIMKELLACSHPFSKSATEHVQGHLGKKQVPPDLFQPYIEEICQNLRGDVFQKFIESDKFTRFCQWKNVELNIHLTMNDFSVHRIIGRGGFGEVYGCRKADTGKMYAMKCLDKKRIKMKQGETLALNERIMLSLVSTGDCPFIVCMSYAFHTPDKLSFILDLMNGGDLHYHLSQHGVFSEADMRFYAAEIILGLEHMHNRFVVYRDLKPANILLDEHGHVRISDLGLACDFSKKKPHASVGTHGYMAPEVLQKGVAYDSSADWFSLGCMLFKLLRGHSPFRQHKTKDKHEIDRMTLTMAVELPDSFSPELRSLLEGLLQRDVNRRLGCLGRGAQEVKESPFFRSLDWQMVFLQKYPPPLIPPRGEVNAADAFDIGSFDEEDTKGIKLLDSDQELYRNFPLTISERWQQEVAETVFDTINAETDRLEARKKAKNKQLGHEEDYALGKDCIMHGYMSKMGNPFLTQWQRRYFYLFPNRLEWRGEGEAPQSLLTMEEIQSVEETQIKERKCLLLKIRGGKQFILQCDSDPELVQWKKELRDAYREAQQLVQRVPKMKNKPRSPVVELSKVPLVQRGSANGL
VLA-4 inh – inhibition in a human VLA-4 binding assay; 330,000 tested, 0.2% active; P13612; VLA-4 expressing cells, ligand binding flow cytometry; inhibition, % (about 7 µM as worked out from the volumes in the protocol); in the data active = inhibition above about 50%
An asterisk follows results filed as active; ? = inconclusive; . = not tested or not shown; [ ] = remark or other dose. Hits appear at their usual frequency; 1.7% or so of the library scored in one or more.

SMILES	MEP2-GFP yeast	CR mimetic SO	AGP1 TOR yeast	RPL19A-GFP yeast	CIT2 TOR yeast	LAP4 TOR yeast	GRK2 aptamer HTS	VLA-4 inh
CC1Nc2ncnc(N3CCN(c4ccccc4)CC3)c2N(Cc2ccc(Br)cc2)C1=O (stereo not drawn)	102	106	94	104	95	113	4	15
O=C(CSc1ccc2c(c1)OCCO2)Nc1ccc(Br)cn1	100	100	102	90	103	99	2	-6
COc1cc(NC(=O)C2CCCCC2)c(OC)cc1NC(=O)c1ccccc1	100	106	97	102	101	94	1	9
COc1ccc(F)cc1S(=O)(=O)N1CCCC(C)C1 (stereo not drawn)	109	100	113	105	113	104	0	9
CN(C)c1ccc(/C=N\NC(=S)SCN2C(=O)C3CCC(C)(C2=O)C3(C)C)cc1 (stereo not drawn)	91	94	107	104	95	110	2	0
CCC(C)(C)NC(=O)C(C(C)C)N(CC1CCCO1)C(=O)CNS(=O)(=O)c1ccccc1 (stereo not drawn)	106	95	102	99	107	102	0	-3
CCOCCCNc1ncnc2c1[nH]c1ccccc12	124	88	22	91	67	89	0	3
COc1ccc(C2=NOC(C(=O)N3CCOCC3)C2)cc1OC (stereo not drawn)	97	117	100	104	109	100	0	-6
O=C(COc1ccc2c(-c3ccccc3)cc(=O)oc2c1)NCc1ccccn1	112	91	103	99	110	102	1	-15
Cc1cc(=O)oc2c(CN3CCN(C)CC3)c(O)c(Cl)cc12	160[may fluoresce violet]	93	39[may fluoresce violet]	52[may fluoresce violet]	?	94[may fluoresce violet]	2	4
O=C(CN(C(=O)CCC(=O)Nc1ccccn1)c1cccc(F)c1)NCc1ccco1	91	82	96	95	95	102	2	8
CCCCNC(=O)C1CC(c2c(Cl)cccc2Cl)=NO1 (stereo not drawn)	95	95	91	100	90	112	3	-10
CN(C)/C=C/C(=O)c1nn(-c2ccc(F)cc2)ccc1=O	98	101	98	95	94	107	0	4
CCn1c(SCC(=O)N2CCN(c3ccccc3)CC2)nnc1-c1cc2cc(Cl)ccc2o1	112	120	111	109	108	109	0	20
CCC(=O)c1ccc(OCC(=O)Nc2nn3cnnc3s2)cc1	104	106	102	98	99	98	1	3
CC1=C(C(=O)OC(C)C)C(C2CC=CCC2)NC(=O)N1 (stereo not drawn)	99	95	103	94	102	89	0	7
Cn1nccc1C(=O)N/N=C/c1cccnc1	99	93	107	99	103	104	0	12
O=C(OCCN1C(=O)c2cccc3c(N4CCOCC4)ccc(c23)C1=O)c1ccc(Cl)cc1Cl	122	85	94	92	106	98	4	-13
CC(=O)N1CCc2c(sc(NC(=O)Cc3ccc(F)cc3)c2C(N)=O)C1	95	78	105	98	101	100	0	5
Cc1nnc(NC(=O)CSc2ccccc2N)s1	100	90	106	103	103	110	2	7
C/C(CC(=O)Nc1ccc(N(C)C)cc1)=N\NC(=O)c1cnccn1	108	98	105	105	97	105	3	15
C=CCn1c(SCCNC(C)=O)nc2cc(-c3ccccc3)sc2c1=O	102	89	94	103	88	90	1	12
COc1ccc(CCNC(=O)c2sc3cc(C)ccc3c2Cl)cc1	93	89	.	87	91	83	0	-3
O=S(=O)(Nc1ccc(-c2nc3ccccc3o2)cc1)c1ccccc1	105	90	102	93	75	147	2	-18
O=[N+]([O-])c1cccc(-c2c[n+]3c(n2-c2ccccc2)SCC3)c1	101	110	102	103	101	101	0	-1
COc1ccccc1NC(=O)CSc1ccc2nnc(-c3ccncc3)n2n1	96	102	95	101	103	84	1	2
O=C(CC(c1ccccc1)c1ccccc1)Nc1ccc2c(c1)OCCO2	92	118	93	100	.	94	3	2
O=C(CC1CCCC1)NCCS(=O)(=O)N1CCN(c2ccccc2F)CC1	94	99	103	95	99	114	0	18
C=CCN1CCN(C(=O)c2cc3c(s2)CCCC3)CC1	103	96	106	105	109	97	0	16
O=C(CN1C(=O)NC2NC(=O)NC21)NC1CCCCC1 (stereo not drawn)	100	96	109	102	110	102	0	-1
C/C(=N\N=C\c1ccccc1)c1nnn(-c2nonc2N)c1C	100	104	100	98	100	101	1	2
O=C(CSc1nccn(-c2ccc(Br)cc2)c1=O)NCc1ccccc1	108	108	115	109	109	111	0	-9
COc1ccc(S(=O)(=O)N2CC=C(C(=O)Nc3ccc(NC(C)=O)cc3)CC2)cc1	92	90	94	91	96	94	1	15
CC(=O)c1ccc(OC(=O)c2ccc(Br)o2)cc1	97	111	100	97	108	92	0	-1
COc1cccc(CN2CCC(C(=O)N3CCN(Cc4ccc5c(c4)OCO5)CC3)CC2)c1	95	99	98	104	105	73	0	11
Cc1nc([N+](=O)[O-])c(Sc2nc3ccccc3n2C)n1Cc1ccccc1	99	101	98	97	94	90	3	2
COc1ccc2nc3oc(C(=O)N4CCCCC4)cc3cc2c1	110	98	95	97	100	110	3	-3
O=C(NCCc1ccccc1Cl)c1ccc2nc3ccccc3c(=O)n2c1	111	113	93	95	90	120	0	-22
CC1CCCCC12NC(=O)N(CC(=O)N1CCN(S(=O)(=O)/C=C/c3ccccc3)CC1)C2=O (stereo not drawn)	92	84	93	94	95	94	0	-4
COc1ccccc1N1CCN(CCCNc2c(C)c(=O)n(C)c(=O)n2C)CC1	100	101	104	100	100	105	0	33
Nc1ncnc2c1ncn2C1OC(CO)C(O)C1O (stereo not drawn)	103	93	98	96	96	114	3	-9
CCOc1ncccc1C(=O)OCC(=O)Nc1ccc(Cl)cn1	108	124	102	102	99	97	1	0
COc1ccc(-n2nc(C(=O)NCC(=O)NCc3ccccc3OC)c3ccccc3c2=O)c(OC)c1	111	112	35	69	100	108	0	3
O=c1cc(CSc2ccc(Cl)cc2)nc(-c2ccccn2)[nH]1	87	103	74	83	88	211*	3	2
CCc1ccc(NC(=O)CSc2nnc(-c3cccs3)n2CC)cc1	96	110	90	.	89	98	1	8
Cc1noc2ncnc(Oc3ccc(Cl)cc3Cl)c12	94	107	90	97	90	111	0	0
CCn1c(Oc2ccccc2F)nc2c1c(=O)n(C)c(=O)n2C	93	103	94	101	99	85	3	13
Cc1c(Nc2ccc(C=O)cc2)c(=O)n(-c2ccccc2)n1C	121	106	118	112	114	113	4	20
CCc1nnc(SCc2cccc(F)c2)nc1CC	90	129	71	92	64	152*	0	-5
CC(=O)c1ccc(N(CC(=O)NC2CCCC2)C(=O)c2csnn2)cc1	105	93	99	100	98	102	0	9

The last 2 entries of the section before come first, to join the parts.
SMILES	MEP2-GFP yeast	CR mimetic SO	AGP1 TOR yeast	RPL19A-GFP yeast	CIT2 TOR yeast	LAP4 TOR yeast	GRK2 aptamer HTS	VLA-4 inh
CCc1nnc(SCc2cccc(F)c2)nc1CC	90	129	71	92	64	152*	0	-5
CC(=O)c1ccc(N(CC(=O)NC2CCCC2)C(=O)c2csnn2)cc1	105	93	99	100	98	102	0	9
Cc1ccc(OCc2nnc(SC(C)C(=O)O)n2-c2ccccc2)cc1 (stereo not drawn)	104	104	92	103	97	83	0	22
CC(=O)OCCC(NS(=O)(=O)OCC(Cl)(Cl)Cl)c1ccccc1 (stereo not drawn)	92	99	74	95	66	129	4	21
O=C(CSCc1c(Cl)cccc1Cl)NCc1ccccn1	103	99	112	102	103	108	0	6
C/C(=N/OC(=O)C1CC12CCC2)c1ccc(Br)cc1 (stereo not drawn)	100	101	97	102	102	93	0	3
CCn1c(C(=O)NCCCc2ccccc2)cc2sccc21	95	86	93	94	88	89	0	31
COc1cc(CNCC(C)C)c(Br)cc1OCC(=O)NCc1ccccc1	99	97	96	96	93	83	4	-7
Cc1ccc(C(=O)CCC(=O)NC2CCCC(C)C2C)cc1 (stereo not drawn)	112	94	97	99	135	92	0	-13
COc1ccc(S(=O)(=O)N(CC(=O)NC2CC2)Cc2ccccc2)cc1	95	97	102	97	99	94	0	3
O=C(CSc1nnnn1-c1ccccc1)Nc1nsc(-c2ccccc2)n1	102	85	97	96	91	103	0	2
O=C(CN1CCN(S(=O)(=O)c2ccc(F)c(Cl)c2)CC1)N1CCOCC1	100	108	101	101	98	104	2	-11
CC1=CCC2C(=O)N(c3cccc(C(=O)N(C)C4CCCCC4)c3)C(=O)C2C1 (stereo not drawn)	100	97	106	101	103	101	0	-5
Cc1cc(C)n(/N=C/c2cc(Cl)cc(Cl)c2O)c(=O)c1	102	84	96	98	95	114	4	5
CC(C)Cc1ccc(/C(=N/O)C(=O)O)s1	99	107	102	99	95	102	0	11
CCCCn1c(N)c(N(CC)C(=O)CCc2ccccc2)c(=O)[nH]c1=O	101	95	96	104	99	99	0	-6
C[C@H](NC(=O)CCCn1nnc2ccccc2c1=O)C(=O)O	104	85	95	96	93	108	0	-1
O=C(CN1CCN(c2ncc(C(F)(F)F)cc2Cl)CC1)N1CCN(c2ncc(C(F)(F)F)cc2Cl)CC1	95	102	91	98	.	78	0	-4
CC(C)CC(=O)Nc1nnc(SCC(=O)NCc2ccc3c(c2)OCO3)s1	94	107	114	92	103	103	2	-5
CSc1nnc2c(n1)OC(C)N(C(=O)c1ccccc1)c1ccccc1-2 (stereo not drawn)	101	128	104	98	106	101	0	17
Cn1cc(/C=N/NC(N)=S)c2ccccc21	91	86	120	96	116	110	1	1
CSc1nc2c(c(=O)[nH]1)C(c1ccccc1Cl)CC(=O)N2 (stereo not drawn)	104	88	107	104	108	97	3	-9
O=C(O)CCN1C(=O)CC2(CCCCC2)C1=O	95	91	100	99	92	95	1	4
CC[C@@]1(O)C(=O)OCc2c1cc1n(c2=O)Cc2cc3c(CN(C)C)c(O)ccc3nc2-1	101	122	91	102	95	94	3	-3
O=C(Nc1ccc(N2CCCC2)cc1)c1ccc(Br)cc1	105	81	96	98	95	100	0	-7
O=C(O)c1ccc(COc2ccccc2/C=C2/NC(=O)N(c3cccc(Cl)c3)C2=O)cc1	87	91	93	100	91	89	0	17
CCOc1ccc(C(O)c2nccn2C)cc1 (stereo not drawn)	97	103	95	98	102	90	4	5
CC1(C)Cc2c(C#N)c(N)sc(=S)c2CS1	102	102	91	99	106	101	14	0
CC1CCN(C(=O)CSc2nc3c(cnn3-c3ccccc3)c(=O)[nH]2)CC1	97	93	99	97	100	90	5	-5
O=C(COC(=O)c1ccccc1O)NC1CCCc2ccccc21 (stereo not drawn)	101	107	106	100	104	105	0	9
O=C(CCN1C(=O)C2C3C=CC(C3)C2C1=O)Nc1ccc2c(c1)OCO2 (stereo not drawn)	102	108	104	98	100	96	1	-8
CCCS(=O)(=O)N1CCCC(C(=O)N2CCC(Cc3ccccc3)CC2)C1 (stereo not drawn)	94	101	93	92	88	101	0	8
CC1CCCCN1C(=O)CN1CCC(c2nc3ccc(Cl)cc3[nH]2)CC1 (stereo not drawn)	96	82	103	95	93	121	0	9
CN(C)c1ccc(/C=C2\SC(=O)N(CCc3nnc(N)s3)C2=O)cc1	117	104	97	99	98	114	2	-16
O=C1NC(=S)N/C1=C\C=C\c1ccccc1	96	104	100	94	97	110	0	1
CCn1c(C)cc(/C=C2\SC(=O)N(CC(=O)Nc3ccc(C)c(C)c3)C2=O)c1C	98	90	93	95	108	98	0	6
Cc1ccc(-n2c(-c3ccncc3)n[nH]c2=S)c(C)c1	108	90	106	116	115	98	0	7

Screening data (PubChem BioAssay)
